Source: PubChem (several laboratories)
DSG3 Ab inh: blocks pemphigus antibody binding to human desmoglein-3 | P32926 | DSG3-coupled beads, scFv-anti-DSG3-GFP binding, flow cytometry; hits give low values | binding (percent of control), % at 10 µM | 310,000 tested, 0.48% active | AID 588358;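 active means binding more than 3 SD below its plate's average and above zero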;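 further: hits lower antibody fragment binding to DSG3; some compounds called inactive have numbers as strong as hits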
CAL PDZ FP-1: inhibitors of human CAL PDZ peptide binding | 300,000 tested, 0.92% active | purified CAL PDZ, TMR-peptide fluorescence polarization, 1 h | inhibition, % at 24.9 µM | AID 602252 | Q9HD26;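 active means mean inhibition of at least 30% with at least half of replicates also reaching 30%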;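 further: 0% = DMSO neutral control and 100% = excess unlabeled competitor peptide PRC23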
NSD2 HMT inh: blocks human histone methyltransferase NSD2; O96028; NSD2 peptide methylation, AlphaScreen, 120 min; inhibition, % at 12.5 µM; 310,000 tested, 0.54% active; AID 743445; in the data active means inhibition above about 50%
LANA DNA inh: inhibitors of KSHV LANA C-terminal domain DNA binding; MBP-C-LANA/FAM-LBS DNA binding, fluorescence polarization; inhibition, % at 9 µM; 340,000 tested, 0.078% active; AID 504423;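 active means highest replicate inhibition at or above 60% at 9 µM, even if other replicates fall short; inactive means all replicates below 60% inhibition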;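 further: 0% = neutral control wells and 100% = 4 µM acridine orange control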
Cardiac RTF inh: cardiac RTF calcium desensitization. IANBD-labeled cardiac RTF, Ca2+ fluorescence. inhibition, % at 7.15 µM. 340,000 tested, 0.12% active;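 active means inhibition above the mean inhibition of all tested compounds plus 3 SD, cut at about 17% in these data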;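 further: assay run at fixed EC70 calcium of 1.6 mM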
Keap1 Nrf2 FP: disrupts human Keap1 binding to Nrf2 peptide; AID 504523; 340,000 tested, 0.15% active; Q14145; Keap1 Kelch-Nrf2 peptide fluorescence polarization, 1536-well; inhibition, % at 9.4 µM; in the data active means inhibition above about 12%;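 further: human Keap1 Kelch domain with fluorescein labeled Nrf2 9mer peptide probe; 0% = neutral control wells and 100% = peptide positive control; higher means more block of Keap1 binding to Nrf2 peptide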
Target sequence (Q14145 whole entry, looked up, the tested form may be a part): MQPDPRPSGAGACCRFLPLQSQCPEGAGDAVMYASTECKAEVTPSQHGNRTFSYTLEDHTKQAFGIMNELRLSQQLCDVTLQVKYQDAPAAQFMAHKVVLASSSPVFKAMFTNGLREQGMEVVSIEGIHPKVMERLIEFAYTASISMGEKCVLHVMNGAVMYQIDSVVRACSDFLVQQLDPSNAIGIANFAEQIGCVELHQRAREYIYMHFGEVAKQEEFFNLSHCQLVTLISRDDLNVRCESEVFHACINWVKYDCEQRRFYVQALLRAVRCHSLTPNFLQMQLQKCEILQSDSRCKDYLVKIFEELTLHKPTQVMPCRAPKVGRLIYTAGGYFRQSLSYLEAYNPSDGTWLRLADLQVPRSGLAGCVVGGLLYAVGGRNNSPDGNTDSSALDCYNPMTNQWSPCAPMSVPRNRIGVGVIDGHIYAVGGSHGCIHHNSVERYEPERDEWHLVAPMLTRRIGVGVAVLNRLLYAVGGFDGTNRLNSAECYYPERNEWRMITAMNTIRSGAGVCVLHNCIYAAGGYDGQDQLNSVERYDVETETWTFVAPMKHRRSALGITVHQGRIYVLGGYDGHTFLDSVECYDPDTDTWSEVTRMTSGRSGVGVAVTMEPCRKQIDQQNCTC
Arr AP2 block: inhibitors of human beta-arrestin and AP2 interaction | 340,000 tested, 0.31% active | inhibition, % at 10 µM | FITC-arrestin peptide / GST-AP2 beads, flow cytometry; AP2 beta2 appendage carries R879A mutation | AID 504490;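 active means inhibition above a set limit, near 3 SD of compounds lacking own fluorescence, cut at about 54% in these data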;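 further: plate controls were DMSO wells for no effect and 5 µM unlabelled arrestin peptide for full effect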
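Material – GST-tagged AP2 beta2-adaptin appendage (R879A) on 4 µm glutathione beads · Probe or stimulus – fluorescein-tagged arrestin peptide at 50 nM final · Timing – 12 min plus 1 h, RT · Detection – bead flow cytometry, FITC channel · Read-out basis – inhibition as reduced fluorescein signal on beads, percent · Medium – PBS plus Tween 20 (0.05%) and BSA (0.1%)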
CAL PDZ FP-2: human CAL PDZ-peptide interaction inhibition. inhibition, % at 20 µM. AID 504414. 330,000 tested, 0.02% active. purified CAL PDZ, TMR-peptide fluorescence polarization, 1 h. Q9HD26;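 active means highest replicate inhibition of at least 40%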;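 further: plate controls were DMSO neutral control wells for no effect and unlabeled competitor peptide control wells for full effect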
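material = purified tagged CAL PDZ domain construct (CerCALP) | compound dosing = 20 µM, one dose | times = 1 h at RT | measured by = fluorescence polarization from S- and P-plane intensities, G-factor corrected | read-out = inhibition from polarization loss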
V-ATPase pH: alters yeast V-ATPase proton transport; response, % at 10 µM; 350,000 tested, 0.37% active; AID 504577; S. cerevisiae, pHLuorin cytosolic pH fluorescence; in the data active means response mostly above about 7.3%, no sharp cut-off; inactive means mostly below about 5.4%; further: actives read high; inactives centre near 0; some compounds called inactive have numbers as strong as hits; reference of the scale not given here
DAGLB inh: diacylglycerol lipase beta (human) inhibition. Q8NCG7. HEK293T DAGLB membrane lysate, EnzChek fluorogenic substrate. inhibition, % at 5.17 µM. 340,000 tested, 0.059% active. AID 504411; in the data active means inhibition above about 34%;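 further: 0% = enzyme with vehicle and 100% = wells lacking enzyme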
* marks the source's active call; other numbers are inactive results; / = not tested or not shown. A portion of the library (hit frequency here may not be typical).

1. O=C(NCc1ccc(F)cc1)c1ccc(Br)o1
2. NC(=O)c1c(NC(=O)c2ccccc2)sc2c1CCC2
3. O=C(CNCc1ccc(F)cc1)Nc1ccccc1-c1ccccc1
4. CSc1nc(N)c(C(=O)Nc2ccc([N+](=O)[O-])cc2)s1
5. CCN(Cc1ccccc1)C(=O)CCS(=O)(=O)c1ccc2c(c1)n(C)c(=O)c(=O)n2C

Screen / compound no. | 1 | 2 | 3 | 4 | 5
DSG3 Ab inh | 99 | 111 | 83 | 97 | 97
CAL PDZ FP-1 | / | -4 | -2 | 4 | /
NSD2 HMT inh | -2 | -1 | 1 | -2 | /
LANA DNA inh | 0.3 | -0.2 | -0.1 | 5.2 | -0.7
Cardiac RTF inh | 4 | -5 | -16 | 0 | 0
Keap1 Nrf2 FP | 1 | -2 | 4 | -6 | -2
Arr AP2 block | 29 | -1 | -9 | 11 | 1
CAL PDZ FP-2 | 0.3 | 3.2 | -3.1 | -1.0 | -1.8
V-ATPase pH | -1 | -5 | 5 | 2 | -3
DAGLB inh | 1 | 0 | -6 | 0 | 2

6. Clc1ccc(C2CC(c3ccco3)n3ncnc3N2)cc1Cl (centres undefined)
7. CC1=Nc2cc(C(=O)NCCCN3CCOCC3)ccc2Sc2c(C)ccc(C)c21
8. Cc1c(C(=O)N2CCN(C)CC2)oc2ccc(S(=O)(=O)N3CCOCC3)cc12
9. COc1ccc(NC(=O)c2cc3c(=O)n(C)c4ccccc4c3s2)cc1OC
10. COc1ccc(NCc2ccc3c(c2)OCO3)cc1Cl

Screen / compound no. | 6 | 7 | 8 | 9 | 10
DSG3 Ab inh | 110 | 92 | / | 92 | 127
CAL PDZ FP-1 | -3 | 5 | -2 | -3 | -2
NSD2 HMT inh | -2 | 6 | / | 2 | /
LANA DNA inh | 1.0 | -2.6 | -1.5 | -0.6 | -0.6
Cardiac RTF inh | -2 | -5 | -11 | 8 | -8
Keap1 Nrf2 FP | -10 | 1 | -5 | -2 | 0
Arr AP2 block | 3 | -1 | -2 | 2 | -1
CAL PDZ FP-2 | / | -1.7 | -0.7 | -1.7 | -3.4
V-ATPase pH | 5 | 2 | -2 | -1 | -2
DAGLB inh | 1 | 1 | 1 | -1 | 4

Values in list order from the list.
Nos. 1 to 10 in V-ATPase pH read -1, -5, 5, 2, -3, 5, 2, -2, -1, -2

Following part.
11. CC(C)Oc1ccccc1/C=N/NC(=O)C1CC1
12. Cc1ccccc1C(=O)NC(=S)NCCN1CCOCC1
13. O=C(CSc1ncc(C(F)(F)F)cc1Cl)NCC1CCCO1 (centres undefined)
14. CCC1(CC)NC(=O)N(CC(=O)Nc2ccc(OCc3ccccc3)cc2)C1=O
15. COc1ccc(C(=O)NCCC2=CCCCC2)cc1[N+](=O)[O-]

Screen / compound no. | 11 | 12 | 13 | 14 | 15
DSG3 Ab inh | 104 | 121 | 99 | 89 | 105
CAL PDZ FP-1 | / | 0 | -1 | / | -5
NSD2 HMT inh | -1 | -1 | -1 | -3 | -3
LANA DNA inh | / | -0.2 | -3.1 | 0.5 | 0.5
Cardiac RTF inh | / | 4 | 6 | -3 | -2
Keap1 Nrf2 FP | / | -3 | 4 | -6 | -3
Arr AP2 block | 6 | 0 | 26 | -12 | 4
CAL PDZ FP-2 | / | -2.2 | -2.2 | -1.2 | -1.9
V-ATPase pH | -2 | -1 | -4 | 0 | 2
DAGLB inh | / | -3 | 0 | 1 | -1

Reformatted with bars between the fields: part of the list above.
nr | compound | DSG3 Ab inh | CAL PDZ FP-1 | NSD2 HMT inh | LANA DNA inh | Cardiac RTF inh | Keap1 Nrf2 FP | Arr AP2 block | CAL PDZ FP-2 | V-ATPase pH | DAGLB inh
11 | CC(C)Oc1ccccc1/C=N/NC(=O)C1CC1 | 104 | / | -1 | / | / | / | 6 | / | -2 | /
14 | CCC1(CC)NC(=O)N(CC(=O)Nc2ccc(OCc3ccccc3)cc2)C1=O | 89 | / | -3 | 0.5 | -3 | -6 | -12 | -1.2 | 0 | 1
12 | Cc1ccccc1C(=O)NC(=S)NCCN1CCOCC1 | 121 | 0 | -1 | -0.2 | 4 | -3 | 0 | -2.2 | -1 | -3

Remaining list, next part.
16. N#Cc1cnc2c(-c3ccccc3)c(-c3ccccc3)nn2c1N
17. CN(CCc1ccccc1)C(=O)c1cc(COc2cccc(C(F)(F)F)c2)on1
18. CC(=O)/C=C(\C)Nc1c(C)n(C)n(-c2ccccc2)c1=O
19. COc1ccc([N+](=O)[O-])cc1NC(=O)c1cc(C)c(C)o1
20. O=C(NCCc1ccccn1)c1cc(-c2ccc(Cl)cc2)nc2ccccc12
21. Cc1nnc(Nc2ccc(Cl)c(C(F)(F)F)c2)[nH]c1=O

Screen / compound no. | 16 | 17 | 18 | 19 | 20 | 21
DSG3 Ab inh | 103 | 92 | 105 | 90 | 100 | 95
CAL PDZ FP-1 | -2 | -3 | / | 6 | -3 | -2
NSD2 HMT inh | / | -3 | -2 | 1 | 0 | -6
LANA DNA inh | -1.0 | 0.3 | -1.4 | 0.0 | 2.5 | 0.7
Cardiac RTF inh | -5 | 3 | 5 | -4 | -5 | -3
Keap1 Nrf2 FP | -2 | 4 | -1 | -1 | -3 | 0
Arr AP2 block | -30 | 12 | 7 | 5 | 13 | -11
CAL PDZ FP-2 | -0.2 | -2.3 | 0.3 | -0.8 | -2.1 | -0.9
V-ATPase pH | 0 | 4 | 1 | 2 | 2 | 0
DAGLB inh | 0 | -7 | -2 | -1 | -1 | 1

Reprinted from the listing, two compounds:
20. O=C(NCCc1ccccn1)c1cc(-c2ccc(Cl)cc2)nc2ccccc12
21. Cc1nnc(Nc2ccc(Cl)c(C(F)(F)F)c2)[nH]c1=O

Screen / compound no. | 20 | 21
DSG3 Ab inh | 100 | 95
CAL PDZ FP-1 | -3 | -2
NSD2 HMT inh | 0 | -6
LANA DNA inh | 2.5 | 0.7
Cardiac RTF inh | -5 | -3
Keap1 Nrf2 FP | -3 | 0
Arr AP2 block | 13 | -11
CAL PDZ FP-2 | -2.1 | -0.9
V-ATPase pH | 2 | 0
DAGLB inh | -1 | 1

Single entries from the entries so far.
Result of entry 16 under CAL PDZ FP-1: -2
Result of entry 20 under Arr AP2 block: 13
Result of entry 19 under Cardiac RTF inh: -4
